RECQ1 inh – qHTS Assay for Inhibitors of RecQ-Like Dna Helicase 1 (RECQ1). AID 2549, 2010. Potency, µM (series often up to 57.3 µM), inactives show top-dose activity, negative = inhibition, most hits filed as inhibitors. ATP-dependent DNA helicase Q1 (Homo sapiens), P46063. RECQ1 DNA unwinding, red fluorescence kinetic read. 240,000 tested, 0.54% active;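 note: plate controls were vehicle for no effect and no enzyme for full effect; nearly all actives have a fitted effect of over 30% in size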
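50 nM RECQ1T1 preincubated 15 min with compound in Tris pH 8.0 buffer with MgCl2, DTT, Tween-20 and 2.5 ug/ml poly(dI-dC); started with 200 nM TAMRA/BHQ-2 forked duplex and 2 mM ATP. Unwinding read as fluorescence (525/598 nm), two reads 2 h apart.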
Luc counter – Counterscreen for Luciferase (Kinase-Glo TM) Inhibition | Kinase-Glo luciferase, ATP luminescence, 8 min | Potency, µM (series often up to 38.3 µM), inactives show at the top dose activity change, negative = inhibition, usual class: inhibitors | 200,000 tested, 0.28% active | AID 1379, 2008; note: % is set by controls: 0 for no effect and ±100 for the full control effect; nearly all actives have a fitted effect of over 60% in size
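Recombinant Kinase-Glo luciferase, 10 uM ATP (linear range), luciferin; imidazole pH 7.2 / KCl / MgCl2 / Tween / BSA buffer; 8 min RT; luminescence.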
Lamin A splicing – qHTS Assay for Modulators of Lamin A Splicing | HeLa LMNA splicing GFP/RFP minigene ratio, 48 h | 200,000 tested, 0.01% active | AID 1487, 2009 | Potency, µM (highest dose often 46.1 µM), for the others: top-dose ratio change, negative = inhibition, usual class: inhibitors; active = well fitted inhibition curve with a large enough effect in the signal ratio, with a control signal flat, not every such curve was filed as active; inconclusive = small, poorly fitted or top-dose-only effect, or effect the other way, or a change in a side signal; the % refers to the signal ratio; note: % is set by controls: 0 for no effect and ±100 for the full control effect
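S3 HeLa stable clones carrying a lamin A-EGFP splicing minigene plus DsRed2 were seeded at 600 cells/well in Opti-MEM with 2% FBS, pin-dosed and incubated 48 h at 37°C. Acumen cytometry (488 nm) gave the GFP/RFP total-intensity ratio.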
L3MBTL1 block – qHTS Assay for the Inhibitors of L3MBTL1 | 230,000 tested, 0.66% active | AlphaScreen L3MBTL1–H3K9me1 peptide binding | Lethal(3)malignant brain tumor-like protein 1 (Homo sapiens), Q9Y468 | Potency, µM (titrated, usually from 57.1 µM), without a hit: at the top dose activity, negative = inhibition, most hits filed as inhibitors; note: % is set by controls: 0 for no effect and ±100 for the full control effect; nearly all actives have a fitted effect of over 60% in size
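L3MBTL1 (50 nM) pre-complexed 30 min with biotinylated H3(1-15)K9me1 peptide (75 nM), then compounds added for 30 min at room temperature; AlphaScreen streptavidin donor/nickel chelate acceptor beads (10 ug/mL final) read after 30 min dark incubation.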
JMJD2E inh – qHTS Assay for Inhibitors of Human Jumonji Domain Containing 2E (JMJD2E); Lysine-specific demethylase 4E (Homo sapiens), B2RXH2; JMJD2E catalytic domain, FDH-coupled NADH fluorescence (FDH is formaldehyde dehydrogenase); Potency, µM (top dose mostly 57.1 µM), inactives show at the top dose activity change, negative = inhibition, usual class: inhibitors; 230,000 tested, 1.6% active; AID 2147, 2009; active = well fitted inhibition curve with a large enough effect, not every such curve was filed as active; inconclusive = small, poorly fitted or top-dose-only effect, or another doubt; inactive = no such curve, though single readings can be large or run the other way;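 note: 0% = wells with enzyme and -100% = buffer wells without enzyme; nearly all actives have a fitted effect of over 50% in size; many of its hits are not listed in these tables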
Target sequence (B2RXH2 1-337 limits assumed): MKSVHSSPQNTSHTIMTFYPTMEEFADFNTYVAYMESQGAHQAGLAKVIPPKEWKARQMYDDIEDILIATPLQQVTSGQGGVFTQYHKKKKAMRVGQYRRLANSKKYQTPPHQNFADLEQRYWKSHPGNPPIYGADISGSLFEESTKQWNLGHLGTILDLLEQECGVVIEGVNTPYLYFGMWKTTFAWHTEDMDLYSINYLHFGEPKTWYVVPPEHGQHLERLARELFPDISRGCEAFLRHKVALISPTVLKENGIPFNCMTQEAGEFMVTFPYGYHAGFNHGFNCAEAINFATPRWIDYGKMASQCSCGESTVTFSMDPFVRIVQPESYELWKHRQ
SMN2 splice up – qHTS Assay for Enhancers of SMN2 Splice Variant Expression; AID 1458, 2008; Potency, µM (top dose mostly 46.1 µM), for the others: top-dose activity change, positive = activation, hits mostly activators; HEK293 SMN2-luciferase splicing reporter, luminescence, 30-36 h; 210,000 tested, 2.8% active; note: % of control where 0% means no effect; nearly all actives have a fitted effect of over 55% in size
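qHTS luciferase splicing reporter: luminescence rises when SMN2 exon 7 is included in transfected HEK293 cells. Compound exposure lasted 30-36 h at 37C, with 4.5 mM final sodium butyrate as control, followed by a ONE-Glo read.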
Tau fibril ThT – qHTS for Inhibitors of Tau Fibril Formation, Thioflavin T Binding. Microtubule-associated protein tau (Homo sapiens), P10636. recombinant tau K18 P301L (four-repeat tau fragment), heparin-induced fibrillization, ThT fluorescence. Potency, µM (highest dose often 57.4 µM), inactives show top-dose activity, negative = inhibition, hits mostly inhibitors. 270,000 tested, 2.1% active; note: % is set by controls: 0 for no effect and ±100 for the full control effect; nearly all actives have a fitted effect of over 55% in size
Target sequence (P10636 561-689 P618L limits assumed): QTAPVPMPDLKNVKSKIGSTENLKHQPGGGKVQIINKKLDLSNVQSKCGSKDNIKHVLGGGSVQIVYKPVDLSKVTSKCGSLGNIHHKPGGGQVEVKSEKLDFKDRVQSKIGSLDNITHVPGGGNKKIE
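Heparin-induced (20 uM) aggregation of recombinant human K18 P301L tau, 15 uM unlabeled with 0.24 uM labeled, pH 7 acetate buffer, 6 hr at 37 C with compound. Fibrils quantified by 30 uM ThT fluorescence after 1 hr ambient incubation.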
ALDH1A1 inh – qHTS Assay for Inhibitors of Aldehyde Dehydrogenase 1 (ALDH1A1); Purified ALDH1A1, NADH fluorescence, propionaldehyde substrate; 220,000 tested, 7.3% active; AID 1030, 2008; Potency, µM (series often up to 75.3 µM), without a hit: at the top dose activity, negative = inhibition, usual class: inhibitors; Aldehyde dehydrogenase 1A1 (Homo sapiens), P00352; active = well fitted inhibition curve with a large enough effect, not every such curve was filed as active; inconclusive = small, poorly fitted or top-dose-only effect, or another doubt; inactive = no such curve, though single readings can be large or run the other way;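 note: plate controls were no enzyme wells and a reference inhibitor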
Target sequence (P00352 whole entry, looked up): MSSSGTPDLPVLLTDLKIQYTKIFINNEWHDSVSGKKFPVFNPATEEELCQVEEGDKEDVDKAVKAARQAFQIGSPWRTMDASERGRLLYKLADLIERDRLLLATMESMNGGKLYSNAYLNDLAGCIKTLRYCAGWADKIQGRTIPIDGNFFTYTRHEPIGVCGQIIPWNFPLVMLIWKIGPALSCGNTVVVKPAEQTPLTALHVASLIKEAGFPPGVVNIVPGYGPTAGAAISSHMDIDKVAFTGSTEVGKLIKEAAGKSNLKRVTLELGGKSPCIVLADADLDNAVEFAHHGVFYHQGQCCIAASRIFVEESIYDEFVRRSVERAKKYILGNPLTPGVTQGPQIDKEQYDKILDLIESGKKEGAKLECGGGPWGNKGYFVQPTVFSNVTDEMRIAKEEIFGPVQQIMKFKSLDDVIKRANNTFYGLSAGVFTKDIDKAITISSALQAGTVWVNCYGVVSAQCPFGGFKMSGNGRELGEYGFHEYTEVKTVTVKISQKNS
Numbers without * were called inactive; i = inactive; ? = inconclusive; nt = not tested or not shown; & = joins results of further samples; [ ] = remark or other dose. Unless noted, calls come from the whole dose curve; as a rule, active = well fitted curve in the direction sought with a large enough effect; inconclusive = small, poorly fitted or top-dose-only effect, or another doubt; inactive = no such curve, though single readings can be large; an effect the other way counts as inactive or inconclusive. Potency is the fitted concentration of half-maximal effect.

Start of the listing, in advance, 3 compounds:
SMILES	RECQ1 inh	Luc counter	Lamin A splicing	L3MBTL1 block	JMJD2E inh	SMN2 splice up	Tau fibril ThT	ALDH1A1 inh
O=C(COc1ccc([N+](=O)[O-])cc1)Nn1cnnc1	-12.0%	2.0%	nt	nt	-10.2%	-6.3%	8.4%	5.7%
CC(C)(C)C(=O)Nc1ncccc1C(O)c1cccc(C(F)(F)F)c1 (stereo not given)	-4.4%	4.8%	-10.9%[46 µM]	?	15.2%	-11.4%	-1.9%	-11.5%
COc1ccc(C(C)=O)cc1COC(=O)c1cccnc1SC	i	1.4%	11.7%[46 µM]	nt	-0.1%	-13.6%	-6.3%	10µM*

The whole of this part, from the start:
SMILES	RECQ1 inh	Luc counter	Lamin A splicing	L3MBTL1 block	JMJD2E inh	SMN2 splice up	Tau fibril ThT	ALDH1A1 inh
O=C(COc1ccc([N+](=O)[O-])cc1)Nn1cnnc1	-12.0%	2.0%	nt	nt	-10.2%	-6.3%	8.4%	5.7%
CC(C)(C)C(=O)Nc1ncccc1C(O)c1cccc(C(F)(F)F)c1 (stereo not given)	-4.4%	4.8%	-10.9%[46 µM]	?	15.2%	-11.4%	-1.9%	-11.5%
COc1ccc(C(C)=O)cc1COC(=O)c1cccnc1SC	i	1.4%	11.7%[46 µM]	nt	-0.1%	-13.6%	-6.3%	10µM*
COc1ccccc1C1=NC(c2ccc(C)cc2)N=C1C (stereo not given)	-8.5%	4.3%	7.2%[46 µM]	31.6%[activator]	-2.5%	?	?	?
COc1ccc(Cl)cc1C(=O)NNC(=S)NC(=O)/C=C/c1ccco1	31.6µM*	5.2%	-15.4%[46 µM]	-0.3%	?	-41.2%[inhibitor]	11.2µM*	?
O=C(c1ccc(Cl)cc1)N1C2C=CC(C2)C1(C(F)(F)F)C(F)(F)F (stereo not given)	-9.9%	-3.2%	-6.6%	-14.6%	9.9%	-5.4%	-9.3%	9.8%
CCOC(=O)C1CCCN(C(=O)c2ccc3c(c2)NC(=O)C(N2CCOCC2)S3)C1 (stereo not given)	i	-0.2%	-6.3%[0.0737 µM]	7.5%	3.8%	-33.6%[inhibitor]	-0.5%	-13.0%
O=C(NCc1ccco1)/C(=C/c1ccco1)NC(=O)c1ccc(Br)o1	-8.1%	2.3%	-10.6%	?	3.3%	-6.7%	?	?
C=CCOn1c(C)c(C(C)=O)c2c3no[n+]([O-])c3ccc21	-5.8%	-3.5%	-2.2%	3.7%	8.0%	0.2%	-6.9%	8.4%
CCOC(=O)CNC(=O)CSc1nc2cccnc2n1Cc1ccccc1	-0.3%	1.6%	4.4%	-1.1%	-13.4%	6.6%	-7.1%	?
CCCCCCOC(=O)CCc1c(C)nc(N)[nH]c1=O	-2.4%	-3.1%	-4.4%	nt	-0.1%	-0.9%	-3.2%	19.3%
c1cncc(-c2nc3ccccc3[nH]2)c1	-0.9%	-8.6%	8.1%[0.0737 µM]	3.8%	?	10.0%	5.1%&0.0%	10.9%
Cc1cc(NC(=O)C2CC2)ncc1NC(=O)C12CC3CC(CC(C3)C1)C2	-6.6%	nt	-5.7%	3.7%	-5.2%	nt	-3.2%	-0.1%
CCCCN(Cc1cc2ccccc2[nH]c1=O)S(C)(=O)=O	1.0%	0.2%	3.9%	-2.3%	?	-9.6%	0.6%	-1.8%
CCNC(=S)N1CCc2cc(OC)c(OC)cc2C1COc1ccccc1OC (stereo not given)	-5.9%	3.7%	-9.5%[46 µM]	-25.1%	-4.3%	?	-2.3%	-13.7%
N#CCC(=O)Nc1ccc(C(=O)NCC(c2ccco2)N2CCCCC2)cc1 (stereo not given)	i	0.5%	10.6%[46 µM]	nt	-20.0%	-14.3%	-16.4%	-9.3%
CCOc1ccc(S(=O)(=O)Nc2cc(Cl)ccc2O)cc1	i	-1.6%	?	0.0%	-2.0%	-22.2%	-0.1%	?
CSc1nc(-c2ccco2)nn1C(=O)Cc1ccccc1	-0.9%	3.6%	6.4%	nt	-2.2%	21.9%	-7.3%	11.3%
C=CCn1c(Cc2nc3ccc(Cl)cc3[nH]2)n[nH]c1=S	-10.7%	-6.1%	6.1%	nt	-7.0%	nt	?	10µM*
CC(=O)Nc1nc(C)c(-c2csc(Nc3ccc(O)cc3)n2)s1	-23.3%	2.8%	?	-9.6%	?	7.7%	8.91µM*	25.1µM*
O=S(=O)(NCC1NCCc2ccccc21)c1ccccc1 (stereo not given)	-4.6%	1.8%	-2.0%[9.22 µM]	nt	?	-12.2%	-10.6%	?
Cn1nccc1C(=O)N1CCN(c2ncccn2)CC1	i	nt	nt	-2.5%	?	nt	1.9%	3.5%
Cc1cc(C)n2nc(CC#N)c(C#N)c2n1	3.9%	-1.5%	-1.4%[9.22 µM]	-3.8%	?	-6.2%	-2.6%	?
O=C(Oc1cccc2ccccc12)c1cc(Cl)nc2ccccc12	-2.0%	2.9%	-11.1%	-0.6%	2.3%	nt	?	-4.7%
COc1cccc(CSc2nc3sc(C)c(C)c3c(=O)n2Cc2ccco2)c1	-11.7%	1.1%	?	-1.4%	-5.8%	-34.1%[inhibitor]	-7.2%	?
S=c1[nH]nc(/C=C/c2ccccc2)o1	i	0.6%	nt	9.2%	?	4.5%	-3.8%	?
CCOC(=O)c1c(NC(=O)COC(=O)c2cc(OC)c(OC)cc2[N+](=O)[O-])sc(C)c1C	-4.4%	0.3%	3.9%	-10.7%	10.9%	3.3%	-3.0%	-5.4%
COc1ccc(N2CCN(C(=O)CC(NC(N)=O)c3cccc(Oc4ccccc4)c3)CC2)cc1 (stereo not given)	-10.8%	1.4%	-12.2%	nt	2.1%	-10.5%	?	0.0%
Brc1ccc(-c2ccc(/C=N/Nc3nc(N4CCOCC4)nc(N4CCOCC4)n3)o2)cc1	i	1.2%	nt	-7.4%	?	-16.5%	-12.0%	?
Cc1ccccc1-c1n[nH]c(=S)o1	-4.4%	8.9%	6.7%	1.2%	?	6.5%	-10.1%	?
CCOc1ccc(NS(=O)(=O)CC23CCC(CC2=O)C3(C)C)cc1 (stereo not given)	i	-4.1%	-7.7%	nt	18.4%	6.1%	-14.8%	4.9%
S=C(NCCN1CCOCC1)Nc1ccc(-c2nc3ccccc3[nH]2)cc1	i	-0.6%	?	-5.9%	?	0.2%	4.9%	?
CCOC(=O)CC(=O)CSc1nnc2sc3ccccc3n12	-4.2%	-1.9%	2.8%	3.1%	5.5%	-9.9%	-13.0%	-1.7%
COC(=O)c1sc(NC(=O)c2c(OC)cccc2OC)c(C#N)c1C	19.6%	-2.6%	nt	-2.8%	-7.5%	nt	-5.2%	?
CCN(CC(=O)Nc1ccccc1OC)CC(=O)Nc1ccccc1C(F)(F)F	i	0.7%	?	-5.0%	-2.9%	-3.1%	-2.5%	0.2%
COc1ccc(-c2noc(-c3ccoc3C)n2)cc1	-11.2%	-18.7%	6.8%[46 µM]	27.5%	-1.9%	nt	?	9.0%
COc1ccc(N2C(=O)C3CCCN3C2=O)cc1 (stereo not given)	-8.3%	3.6%	7.3%	nt	-4.5%	-9.6%	-14.7%	10.8%
N#C/C(=C\c1cc(Cl)cc(Cl)c1)c1cccnc1	14.3%	nt	nt	nt	nt	-13.9%&-20.5%	-10.7%&-6.2%	-10.0%&4.6%
O=C(CCNc1cc(Cl)cc(Cl)c1)c1ccco1	-17.2%	-3.8%	8.6%	1.8%	-2.6%	-5.7%	-11.3%	7.94µM*
COc1ccccc1-n1cnc2cc(C(=O)NCCCN3CCOCC3)ccc21	-9.9%	-1.7%	8.5%	-0.7%	6.3%	12.5%	5.5%	-7.7%
CCCN1CNC(=S)N(Cc2ccccc2)C1	-0.2%	2.4%	0.2%	9.4%	-2.8%	23.3%	1.4%	5.0%
FC(F)(F)c1cc(-c2ccco2)nc(N2CCN(c3ccccc3)CC2)n1	i	15.9%	-3.4%	nt	-4.8%	-21.8%	-9.3%	-4.3%
CC(=O)c1c(C(=O)O)[nH]c(C(=O)O)c1C	-6.9%	-1.9%	nt	2.3%	-6.5%	-1.2%	1.1%	5.3%
S=C(Nc1ccc(Nc2ccccc2)cc1)NN1CCOCC1	-8.6%	nt	nt	-6.8%	-4.4%	nt	?	nt
CCC1(C)N(O)C(C)(C)C(c2ccc(OC)cc2)=[N+]1[O-] (stereo not given)	-9.9%	14.0%	0.9%	-2.3%	-6.4%	4.7%	-5.3%	2.2%
Cc1ccc2c(CC(=O)O)coc2c1	-4.9%	-3.8%	7.8%	nt	-29.3%	?	-3.7%	-12.5%
COCCCNC(=O)CNC(=S)N(Cc1ccccc1)Cc1cccnc1	-3.5%	4.3%	-3.4%[9.22 µM]	nt	2.9%	-49.4%[inhibitor]	5.0%	2.1%
CCOc1ccc(NC(=O)c2cccnc2Cl)c([N+](=O)[O-])c1	-3.3%	-1.8%	7.8%	-3.7%	-3.3%	1.0%	-10.6%	-3.7%
COc1ccc(S(=O)(=O)N(C)C)cc1NCC(=O)Nc1ccc(Br)cc1F	-1.7%	-0.1%	?	24.5%	1.1%	13.1%[1.84 µM]	3.9%	11.2µM*
Cc1ccc(C(c2nnnn2CC2CCCO2)N2CCN(C)CC2)cc1 (stereo not given)	-6.0%	-1.2%	3.4%[46 µM]	2.2%	9.5%	nt	-1.6%	-0.1%
Cc1ccc(S(=O)(=O)N(C)C)cc1NC(=O)CN1C(=O)NC(Cc2c[nH]c3ccccc23)C1=O (stereo not given)	-8.0%	nt	7.8%[46 µM]	-2.7%	-4.9%	nt	-4.0%	-1.2%

Screening results (PubChem)

These rows are one share of the data; count on the stated rates, not on these rows.
